NR2F2 inh: NR2F2 transcriptional activity inhibitors, primary screen, cell-based, luciferase reporter, HEK293T, luminescence | inhibition, % at 8.6 µM | 370,000 compounds, 0.7% hits | HEK293T NGFI-A luciferase reporter;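 active = inhibition above a per-plate cutoff, mean inhibition of test wells between control levels plus 3 SD, cut at about 38% in these data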;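 note: cells cotransfected with COUP-TFII expression vector driving the NGFI-A reporter; 0% = median of COUP-TF2 test wells and 100% = reporter-only cells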
Target sequence (P24468 whole entry, looked up): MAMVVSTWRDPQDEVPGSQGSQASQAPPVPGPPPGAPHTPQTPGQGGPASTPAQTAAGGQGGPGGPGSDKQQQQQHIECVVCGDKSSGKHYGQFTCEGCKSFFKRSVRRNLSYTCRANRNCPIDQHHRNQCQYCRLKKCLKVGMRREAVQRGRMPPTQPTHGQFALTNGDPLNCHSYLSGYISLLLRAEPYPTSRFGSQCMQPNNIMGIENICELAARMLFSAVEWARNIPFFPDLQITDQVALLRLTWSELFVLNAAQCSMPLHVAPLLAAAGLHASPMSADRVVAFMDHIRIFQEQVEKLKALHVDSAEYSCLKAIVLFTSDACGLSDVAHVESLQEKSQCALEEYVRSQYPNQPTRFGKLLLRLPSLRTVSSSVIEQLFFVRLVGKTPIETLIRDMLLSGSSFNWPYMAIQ
NCOA2 inhibitor: inhibition of GAL4-SRC2 driven luciferase reporter, primary screen, SRC2 inhibitor project, cell-based, luminescence | Nuclear receptor coactivator 2 (Homo sapiens), Q15596 | HEK293 GAL4-SRC2 luciferase reporter | inhibition, % at 9 µM | 370,000 compounds, 0.17% hits | AID 651957, 2012;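 active = inhibition above the mean inhibition of all tested compounds plus 3 SD, set per campaign, cut at about 52% in these data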;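 note: 0% = DMSO treated cells and 100% = cells given Gossypol at 36 µM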
Active calls of the source: *. Not all compounds are listed (hit frequency here may not be typical).

| NR2F2 inh | NCOA2 inhibitor | mol |
| --- | --- | --- |
| -8 | -21 | Cc1cc(C)cc(N(CC(=O)NC2CCC(C)CC2)S(=O)(=O)c2ccc(Br)s2)c1 (stereo not drawn) |
| -18 | 0 | O=C(Nc1ccccc1)OCCN1C(=O)CCC12CCC(c1ccc(Cl)cc1)CC2 (stereo not drawn) |
| 14 | 13 | Nc1[nH]c(C(=O)c2ccccc2)c(-c2cc(F)ccc2Br)c1C(=O)NCCc1c[nH]c2ccccc12 |
| 1 | -12 | O=S(=O)(NCc1ccccc1)c1cc(Br)ccc1Br |
| -3 | 5 | COc1ccccc1C(=O)NC1CCCCN(Cc2ccc(C)cc2)C1=O (stereo not drawn) |
| 16 | -2 | C[C@H](O)[C@@H]1C(=O)N2CCc3c([nH]c4cccc(-c5ccccc5)c34)[C@@H]2C[C@@H]1N(C)CC1CCCCC1 |
| -13 | -23 | Nc1[nH]c2cc(Cl)ccc2c1C(=O)N1CCOCC1 |
| -6 | -2 | COC(=O)c1cc(C(c2ccccc2O)C2CCCO2)n2cccc(C(C)(C)C)c12 (stereo not drawn) |
| 9 | 9 | COc1nc(OC)nc(N2CCC(C(=O)N(C)Cc3ccco3)CC2)n1 |
| 0 | 1 | COC(=O)C1CN(Cc2ccc(OC)cc2)CCS(=O)(=O)N1Cc1cn(Cc2ccc(F)cc2)nn1 (stereo not drawn) |
| -4 | 3 | Cc1cccc(C)c1NC(=O)C(CCc1ccccc1)N1CCN(CCN(C)C)CC1 (stereo not drawn) |
| -3 | -15 | Cc1ccccc1C(=O)N[C@@H](Cc1cccnc1)C(=O)N1CCC[C@H]1C(=O)NC1CCCC1 |
| 2 | 6 | Nc1nc2ncccc2cc1C(=O)c1c[nH]c2ccccc12 |
| -16 | -6 | COC(=O)[C@]12C[C@H](CC(=O)N3CCCCC3)C(=O)N(CCc3ccc(OC)c(OC)c3)C1=C[C@H](C(C)C)O[C@@H]2C1CC1 |
| -1 | -10 | COC(=O)[C@]12C[C@H](CC(=O)NCC3CCCCC3)C(=O)N(CCc3ccc(OC)c(OC)c3)C1=C[C@H](C(C)C)O[C@@H]2C1CC1 |
| 2 | -2 | COc1ccc(-n2c(SCC(=O)Nc3ccc(C)c(Cl)c3)nc3ccccc3c2=O)cc1 |
| 18 | 13 | C[C@H](O)[C@@H]1CN2CCc3ccc(N4CCOCC4)cc3[C@@H]2C[C@@H]1N(C)C(=O)c1ccccc1F |
| 10 | -2 | CCCCCC(=O)NC1CCCCN(Cc2ccccc2C)C1=O (stereo not drawn) |
| 0 | -9 | Cc1ccc(C(=O)n2ccc3ccc(-c4ccc5ccn(Cc6ccccc6)c5c4)cc32)cc1 |
| 7 | -22 | CCN(CC)C(=O)CC[C@@H]1CC[C@]2(CCCN(C(=O)c3cccnc3)C2)O1 |

Additional results:
| NR2F2 inh | NCOA2 inhibitor | mol |
| --- | --- | --- |
| 2 | -9 | COC[C@@H]1CCCN1c1cccc2c1S(=O)(=O)N1CC[C@H](C1)O2 |
| 19 | 5 | O=C(Cc1ccc(Nc2nc(=S)[nH]c3ccccc23)cc1)NC1CCCCC1 |
| 18 | 14 | CC(=O)N1CCN(c2ccc(N3CCN(Cc4ccccc4)[C@H](C)C3)c(C)c2)[C@H](C)C1 |
| -18 | -1 | COC(=O)C1=C(C)N(Cc2cccc(C(F)(F)F)c2)C(=NCC2CC2)NC1c1cccc(Cl)c1 (stereo not drawn) |
| 23 | 12 | COc1ccc(OC)c(S(=O)(=O)N2CCCCC2C(=O)N2CCN(c3ccc(F)cc3)CC2)c1 (stereo not drawn) |
| 24 | 2 | CCC(C)N(c1nc(C)nc2c1nnn2Cc1ccccc1)C(C)CC (stereo not drawn) |
| 25 | 50 | Cc1nc(N/N=C/c2ccccn2)sc1C |
| -27 | -45 | Cc1cccc(N=Nc2c(C)[nH]n(C(N)=S)c2=O)c1C |
| -11 | 4 | C[C@@H]1ON(C)[C@H]2C[C@H]3c4[nH]c5c(-c6ccc(C(F)(F)F)cc6)cccc5c4CCN3C(=O)[C@@H]12 |
| -9 | -25 | Cc1ccc2nc(-c3ccccn3)cc(C(=O)NC3CCN(C)CC3)c2c1 |
| -21 | -10 | O=C(NCCc1ccccc1Cl)[C@@H]1CCCN1C(=O)[C@@H](NS(=O)(=O)c1ccc(F)cc1F)C1CCCCC1 |
| 5 | -28 | C#CCNC(=O)c1cc2cccnc2nc1N |
| -4 | 0 | CC(C)c1[nH]nc2c1C(c1ccccc1)N(Cc1ccccc1)C2=O (stereo not drawn) |
| -20 | 11 | COC(=O)C1=C(C)N(Cc2ccccc2)C(=S)NC1c1cccc(Br)c1 (stereo not drawn) |
| -7 | 15 | Cc1ccccc1NC(=O)Cn1nnc(-c2ccncc2)n1 |
| 76* | 61* | COc1cccc(N2CCN(c3ncnc4c3[nH]c3ccccc34)CC2C)c1 (stereo not drawn) |
| 11 | -2 | CC(=O)OCC(COC(C)=O)(CN1C(=O)c2ccccc2C1=O)CN1C(=O)c2ccccc2C1=O |
| 17 | -26 | C=CCN(CC=C)C[C@@H]1CSCCS(=O)(=O)N1 |
| -6 | 1 | CS(=O)(=O)c1cccc(OCCCN2CCC(C(O)(c3ccccc3)c3ccccc3)CC2)c1 |
| 14 | -8 | Cc1ccccc1CNC(=O)C1C2C=CC3(CN(Cc4ccccc4)C(=O)C13)O2 (stereo not drawn) |

Three compounds already listed, ordered by their value in NR2F2 inh, largest number first.
| NR2F2 inh | NCOA2 inhibitor | mol |
| --- | --- | --- |
| 25 | 50 | Cc1nc(N/N=C/c2ccccn2)sc1C |
| 19 | 5 | O=C(Cc1ccc(Nc2nc(=S)[nH]c3ccccc23)cc1)NC1CCCCC1 |
| -4 | 0 | CC(C)c1[nH]nc2c1C(c1ccccc1)N(Cc1ccccc1)C2=O (stereo not drawn) |

(continued)
| NR2F2 inh | NCOA2 inhibitor | mol |
| --- | --- | --- |
| 1 | -9 | CC(C)C[C@H](NC(=O)c1nc[nH]c1C(=O)N[C@@H](CC(C)C)C(=O)OC(C)(C)C)C(=O)OCc1ccccc1 |
| 9 | -20 | CCn1c(SCC(=O)N/N=C/C=C/c2ccccc2[N+](=O)[O-])nnc1-c1ccc(Cl)cc1 |
| 64* | 12 | CCc1cc(C(=O)NC2CCCc3c2cnn3-c2cccc(C)c2C)n(C)n1 (stereo not drawn) |
| 2 | 0 | CCOC(=O)N1CCN(C(=O)C[C@H]2C[C@@]3(C(=O)OC)C(=C[C@H](C(C)(C)C)O[C@@H]3C)N(Cc3ccc4c(c3)OCO4)C2=O)CC1 |
| -11 | 36 | CC(=O)CC[C@@H]1CC[C@]2(CCCN(S(C)(=O)=O)C2)O1 |
| 12 | -27 | COC(=O)[C@@H]1N=C(c2ccc(OC)cc2)O[C@]12C(=O)N(Cc1cn(Cc3ccccc3)nn1)c1cccc(Cl)c12 |
| -13 | -2 | O=C(Nc1ccc(F)cc1)OC[C@@H]1CSCCS(=O)(=O)N1 |
| 2 | 12 | Cc1ccccc1Cn1cc(COC(=O)NCC(C)C)nn1 |
| -7 | 20 | CCOC(=O)[C@]12CCCC3=C1N(CCC3)C(=O)[C@@H](CC(=O)NCCCCc1ccccc1)C2 |
| -6 | 3 | COc1cc(NC(=O)c2ccccc2)c(C)cc1NC(=O)CSc1nnc(-c2ccccc2F)n1-c1ccc(C)cc1 |
| 10 | 7 | COC1=C[C@H](C(=O)NCc2ccc(Cl)cc2)C(C)C(c2ccccc2)CC1=O (stereo partly drawn) |
| -3 | 28 | CN(C(=O)Cn1nnc(-c2cccnc2)n1)C1CCCCC1 |
| -6 | -10 | COC(=O)C1=C(C)N(Cc2cccc(C(F)(F)F)c2)C(=NCC2CC2)NC1c1ccc(F)cc1 (stereo not drawn) |
| -35 | -2 | COc1ccc(N=C2Sc3ccccc3[C@@H]3C[C@H]4[C@H](CON4C)CN23)c(OC)c1 |
| -1 | -17 | CCN(CC)c1ccc(C=Nn2c(-c3cc(C)[nH]n3)n[nH]c2=S)cc1 |
| -1 | 13 | CCOC(=O)[C@]12CCCCC/C=C\1N(CCc1ccc(Cl)cc1)C(=O)[C@H]2CC(=O)N1CCN(C(=O)c2ccco2)CC1 |
| 3 | 26 | O=C(NCc1ccc(F)cc1)c1cc2sccc2n1Cc1ccc(F)cc1 |
| 1 | 19 | CCCCNC(=O)NCCCN1CCN(c2ccc(F)cc2)CC1 |
| -18 | -6 | COC(=O)[C@]12C[C@H](CC(=O)N3CCCC3)C(=O)N(CCc3ccc(OC)c(OC)c3)C1=C[C@H](C(C)(C)C)O[C@@H]2C |
| -1 | 6 | COc1ccc(-n2c(=S)[nH]c3cc(C(=O)Nc4ccccc4OC)ccc3c2=O)cc1 |

Following part
| NR2F2 inh | NCOA2 inhibitor | mol |
| --- | --- | --- |
| -5 | 4 | CCN(CC)C(=O)CC[C@H]1CC[C@]2(CCCN(C(=O)c3ccco3)C2)O1 |
| 12 | -29 | Cc1ccc(NC(=O)NNC(=O)CSC2CCc3ccccc32)c(C)c1 (stereo not drawn) |
| 8 | 1 | COC(=O)C1CN(CCc2ccccc2)CCS(=O)(=O)N1Cc1ccc(C(F)(F)F)cc1 (stereo not drawn) |
| -1 | -4 | CC(C)C[C@@H]1COc2cccc(NC3CC3)c2S(=O)(=O)N1 |
| 19 | -25 | COc1cccc(CNC(=O)[C@H]2CCCN2C(=O)[C@H]2CCCN2C(=O)c2cccc3ccccc23)c1 |
| 0 | 11 | CC(C)N1CCCCC(NC(=O)C(C)(C)C)C1=O (stereo not drawn) |
| -17 | -36 | Cc1ccc(Oc2cccc3c2S(=O)(=O)N([C@H](C)c2ccccc2)C[C@@H](COCc2ccccc2)O3)cc1 |
| 7 | 20 | O=C(N[C@H](C(=O)N1CCC[C@H]1C(=O)NC1CCCC1)c1ccccc1)c1ccc(Cl)c(Cl)c1 |
| -3 | 0 | O=C(c1ccc(F)cc1Cl)N1CCCC(c2nc(-c3cccs3)no2)C1 (stereo not drawn) |
| 6 | 5 | COC(=O)C1CN(CCc2ccccc2)CCS(=O)(=O)N1Cc1ccc(OC)cc1 (stereo not drawn) |
| 9 | -7 | CC1(C)CC(=O)C=C(c2ccccc2-c2cccc(C(N)=O)c2)C1=O |
| 14 | -8 | O=C([C@@H]1C[C@H]1c1ccccc1)N1CC[C@H]2[C@H](CCCN2Cc2ccc(F)cc2)C1 |
| 3 | -42 | CC(=O)/C=C/n1c(=S)oc2ccccc21 |
| -22 | -3 | CC(C)(C)N(NC(=O)Nc1cccc(F)c1)C(=O)c1ccccc1Cl |
| -44 | -1 | O=C(NC1CCCCN(Cc2cccc(Cl)c2)C1=O)c1cccs1 (stereo not drawn) |
| -7 | 14 | COC(=O)[C@H](C(C)C)N(CCCc1cn(Cc2ccc(C)cc2)nn1)S(=O)(=O)c1ccc(F)cc1Br |
| 21 | -3 | O=S(=O)(c1cccs1)N1CCC(c2cn3ccccc3n2)CC1 |
| 3 | -30 | CNC(=S)N(Cc1ccc(OC)cc1)C1CC(=O)N(c2ccc(C(=O)OC)cc2)C1=O (stereo not drawn) |
| -21 | -3 | COC(=O)[C@]1(CNS(=O)(=O)C2CC2)CC(=O)N(C)[C@@H]1c1ccccc1 |

Among those listed so far, these have fluorine.
| NR2F2 inh | NCOA2 inhibitor | mol |
| --- | --- | --- |
| 14 | 13 | Nc1[nH]c(C(=O)c2ccccc2)c(-c2cc(F)ccc2Br)c1C(=O)NCCc1c[nH]c2ccccc12 |
| 0 | 1 | COC(=O)C1CN(Cc2ccc(OC)cc2)CCS(=O)(=O)N1Cc1cn(Cc2ccc(F)cc2)nn1 (stereo not drawn) |
| 18 | 13 | C[C@H](O)[C@@H]1CN2CCc3ccc(N4CCOCC4)cc3[C@@H]2C[C@@H]1N(C)C(=O)c1ccccc1F |
| -18 | -1 | COC(=O)C1=C(C)N(Cc2cccc(C(F)(F)F)c2)C(=NCC2CC2)NC1c1cccc(Cl)c1 (stereo not drawn) |
| 23 | 12 | COc1ccc(OC)c(S(=O)(=O)N2CCCCC2C(=O)N2CCN(c3ccc(F)cc3)CC2)c1 (stereo not drawn) |
| -11 | 4 | C[C@@H]1ON(C)[C@H]2C[C@H]3c4[nH]c5c(-c6ccc(C(F)(F)F)cc6)cccc5c4CCN3C(=O)[C@@H]12 |
| -21 | -10 | O=C(NCCc1ccccc1Cl)[C@@H]1CCCN1C(=O)[C@@H](NS(=O)(=O)c1ccc(F)cc1F)C1CCCCC1 |
| -13 | -2 | O=C(Nc1ccc(F)cc1)OC[C@@H]1CSCCS(=O)(=O)N1 |
| -6 | 3 | COc1cc(NC(=O)c2ccccc2)c(C)cc1NC(=O)CSc1nnc(-c2ccccc2F)n1-c1ccc(C)cc1 |
| -6 | -10 | COC(=O)C1=C(C)N(Cc2cccc(C(F)(F)F)c2)C(=NCC2CC2)NC1c1ccc(F)cc1 (stereo not drawn) |
| 3 | 26 | O=C(NCc1ccc(F)cc1)c1cc2sccc2n1Cc1ccc(F)cc1 |
| 1 | 19 | CCCCNC(=O)NCCCN1CCN(c2ccc(F)cc2)CC1 |
| 8 | 1 | COC(=O)C1CN(CCc2ccccc2)CCS(=O)(=O)N1Cc1ccc(C(F)(F)F)cc1 (stereo not drawn) |
| -3 | 0 | O=C(c1ccc(F)cc1Cl)N1CCCC(c2nc(-c3cccs3)no2)C1 (stereo not drawn) |
| 14 | -8 | O=C([C@@H]1C[C@H]1c1ccccc1)N1CC[C@H]2[C@H](CCCN2Cc2ccc(F)cc2)C1 |
| -22 | -3 | CC(C)(C)N(NC(=O)Nc1cccc(F)c1)C(=O)c1ccccc1Cl |
| -7 | 14 | COC(=O)[C@H](C(C)C)N(CCCc1cn(Cc2ccc(C)cc2)nn1)S(=O)(=O)c1ccc(F)cc1Br |

Bioassay records: PubChem, The Scripps Research Institute Molecular Screening Center
